Source: PubChem BioAssay
PNC assembly inh = High Content Assay for Compounds that inhibit the Assembly of the Perinucleolar Compartment; PC3M PTB-GFP, PNC prevalence imaging, 16 h; stronger effect = lower value; activity change (PNC), negative = inhibition, % at 10 µM; 140,000 compounds, 3.1% hits; AID 2417, 2010;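 active = readout at or below -70, meaning at least 70% loss of cells showing the perinucleolar compartment, a nuclear body marking cancer cells; inconclusive = readout between -30 and a set limit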;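 note: plate controls were DMSO wells for no effect and camptothecin positive control wells for full effect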
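Read-out is percentage of cells bearing a perinucleolar compartment, from automated 20x imaging of fixed, Hoechst-stained PC3M PTB-GFP cells. Cells were seeded 4 h, then exposed 16 h to compound (23 nl of library stock) in duplicate plates.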
ALOX15B inhib = qHTS Assay for Inhibitors of 15-hLO-2 (15-human lipoxygenase 2) | Polyunsaturated fatty acid lipoxygenase ALOX15B (Homo sapiens), O15296 | Potency, µM (highest dose often 57.1 µM), without a hit: top-dose activity change, negative = inhibition, most hits filed as inhibitors | 110,000 compounds, 0.56% hits | AID 881, 2007 | purified 15hLO-2, xylenol orange hydroperoxide absorbance; note: potency is the fitted concentration of half-maximal effect; nearly all actives have a fitted effect of over 60% in size; many of its hits are not listed in these tables
Target sequence (O15296 whole entry, looked up): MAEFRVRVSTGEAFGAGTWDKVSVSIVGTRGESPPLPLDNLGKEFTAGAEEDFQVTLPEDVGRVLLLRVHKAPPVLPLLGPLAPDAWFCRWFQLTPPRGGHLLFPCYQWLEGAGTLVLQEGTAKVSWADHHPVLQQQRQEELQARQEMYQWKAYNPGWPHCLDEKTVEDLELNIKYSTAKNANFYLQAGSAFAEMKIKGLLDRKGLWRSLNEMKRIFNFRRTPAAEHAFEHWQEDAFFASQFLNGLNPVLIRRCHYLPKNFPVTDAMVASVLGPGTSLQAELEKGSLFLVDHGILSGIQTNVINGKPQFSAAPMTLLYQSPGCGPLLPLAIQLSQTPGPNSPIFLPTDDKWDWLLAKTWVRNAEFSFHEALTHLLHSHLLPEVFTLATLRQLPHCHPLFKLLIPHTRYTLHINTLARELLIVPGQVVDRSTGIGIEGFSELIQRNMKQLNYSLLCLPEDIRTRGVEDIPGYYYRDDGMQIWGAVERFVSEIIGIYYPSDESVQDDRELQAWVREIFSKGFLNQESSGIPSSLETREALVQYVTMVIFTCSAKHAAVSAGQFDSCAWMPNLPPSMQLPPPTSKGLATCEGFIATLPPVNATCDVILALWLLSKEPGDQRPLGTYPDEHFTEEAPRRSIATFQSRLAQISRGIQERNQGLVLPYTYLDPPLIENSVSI
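Enzyme 50 nM, AA 45 uM, 25 mM Hepes pH 7.5 + 0.01% Triton X-100; cpd preinc 15 min RT, rxn 90 min RT; stop/detect with 200 uM XO + 300 uM Fe(II) in 50 mM H2SO4, 30 min; A573/A405.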
12-hLO inh = qHTS Assay for Inhibitors of 12-hLO (12-human lipoxygenase); Polyunsaturated fatty acid lipoxygenase ALOX12 (Homo sapiens), P18054; purified 12-hLO, xylenol orange hydroperoxide absorbance; Potency, µM (series often up to 57.1 µM), for inactives: top-dose activity change, negative = inhibition, actives largely listed as inhibitors; 150,000 compounds, 0.12% hits; AID 1452, 2008; note: potency is the fitted concentration of half-maximal effect; nearly all actives have a fitted effect of over 55% in size; many of its hits are not listed in these tables
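Hydroperoxide output read as Fe(III)-xylenol orange absorbance, 573-to-405 nm ratio, after 30 min reaction with 40 uM arachidonic acid. Enzyme: 150 nM purified human 12hLO, 15 min compound preincubation; 25 mM Hepes pH 7.0, room temperature.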
IMPase cell inh = qHTS Assay for Identifying the Cell-Membrane Permeable IMPase Inhibitors. CHO-M1 cells, IP1 accumulation, HTRF TR-FRET ratio. inhibition (IP1 accumulation), % at 46.1 µM. 120,000 tested, under 10 active. AID 901, 2007; active = well fitted curve in the direction sought with a large enough effect in the signal ratio, not every such curve was filed as active; inconclusive = small, poorly fitted or top-dose-only effect, or a change in a side signal; inactive = no such curve, though single readings can be large or run the other way; the % refers to the signal ratio;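 note: cells stimulated with carbachol in lithium chloride buffer; plate controls were DMSO basal wells for no effect and reference inhibitor wells for full effect; higher means more IMPase inhibition seen as more IP1 and lower FRET ratio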
Target sequence (P97697 whole entry, looked up): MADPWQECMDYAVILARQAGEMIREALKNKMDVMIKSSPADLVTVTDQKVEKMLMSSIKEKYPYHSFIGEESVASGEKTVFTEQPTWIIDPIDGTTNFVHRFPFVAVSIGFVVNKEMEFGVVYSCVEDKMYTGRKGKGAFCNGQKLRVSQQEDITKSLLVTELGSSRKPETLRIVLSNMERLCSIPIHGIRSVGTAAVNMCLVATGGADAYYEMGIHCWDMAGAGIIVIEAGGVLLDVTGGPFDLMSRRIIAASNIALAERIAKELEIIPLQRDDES
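Measured: the HTRF emission ratio (665/620 nm) plus the 620 nm donor channel, each fitted to the Hill equation to give AC50. Cells were CHO-M1 given compounds up to 46 uM and a 30 min carbachol stimulation at 37C.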
* marks the source's active call; other numbers are inactive results; ? = inconclusive; / = not tested or not shown; & = joins results of further samples; [ ] = remark or other dose. Unless noted, calls come from the whole dose curve; as a rule, active = well fitted curve in the direction sought with a large enough effect; inconclusive = small, poorly fitted or top-dose-only effect, or another doubt; inactive = no such curve, though single readings can be large; an effect the other way counts as inactive or inconclusive. Unless noted, % is set by controls: 0 for no effect and ±100 for the full control effect. A portion of the library, so the mix of outcomes need not match the whole.

SMILES	PNC assembly inh	ALOX15B inhib	12-hLO inh	IMPase cell inh
COC(=O)c1sc(NC(=O)C(C)c2ccccc2)nc1C (stereo not given)	33	/	-1%	/
CCCc1nc(SCC(=O)Nc2nnc(CC)s2)c2c(C)c(C)sc2n1	?	-8%	-1%	-1
c1nc2sc3c(c2c2nnnn12)CCC3	58	1%	-12%	2
COc1cc(OC)c(C#N)c(S(=O)Cc2ccccc2)c1 (stereo not given)	32	1%	1%	2
O=C(C1CCCN(Cc2cccnc2)C1)N1CCCCC1 (stereo not given)	-82*	-16%	-12%	5
Fc1cc(F)c2nc(N3CCCCC3)sc2c1	29	7%	-14%	6
CC(C)C1Cc2[nH]c(=O)c(C(=O)O)cc2CO1 (stereo not given)	-111*	-9%	-14%	1
Cc1cc(O)ccc1NC1=CC(=O)CC(C)(C)C1	-15	/	-2%	/
O=S1(=O)N=C2CCCN2C(c2ccc(F)cc2)N1 (stereo not given)	-30	0%	5%	3
NC(=S)c1ccc[n+]([C@@H]2O[C@@H](COP(=O)([O-])OP(=O)(O)OC[C@@H]3O[C@@H](n4cnc5c(N)ncnc54)[C@@H](OP(=O)(O)O)[C@H]3O)[C@@H](O)[C@H]2O)c1	/	11%	-9%	-5
Cc1ccccc1CSc1nnc(NC(=O)C2COc3ccccc3O2)s1 (stereo not given)	-10	-7%	-16%	8
COC(=O)c1ccc(NC(=O)c2ccccc2NS(=O)(=O)c2ccccc2)cc1	18	1%	-4%	0
C#CCCCCCCCCCCCC(O)CC(O)COC(C)=O (stereo not given)	/	2%	-6%	/
Cc1ccc(-c2cc(-c3ccc(C)o3)nc(N)c2C#N)cc1	7	?	16µM*	-3
CC(C)=CCc1c(O)cc(O)c2c1O[C@H](c1ccccc1)CC2=O	/	-1%	-4%	1
CCN(CC(=O)NC1CCS(=O)(=O)C1)C(=O)C(c1ccccc1)c1ccccc1 (stereo not given)	0	5%	-4%	4
N#CC1=C(N)N2C(=C(C#N)C13CCN(Cc1ccccc1)CC3)Nc1ccccc12	-5	10%	-2%	10
O=C(/C=C/c1ccc2c(c1)OCCCO2)c1ccc2ccccc2c1O	-16	/	-4%	/
COC(=O)CN1C(=O)C(O)(CC(=O)c2ccc(C)cc2)c2cc(Br)ccc21 (stereo not given)	-5	-1%	-2%	0
CCN(CC)S(=O)(=O)c1ccc(NC2c3ccccc3C(=O)N2Cc2ccc3c(c2)OCO3)cc1 (stereo not given)	?	-10%	-9%	3
O=C1c2ccccc2C(=O)N1c1cccc(-c2nc3ccccc3o2)c1	-89*	-11%	1%	?
COCCNC(C)C(=O)Nc1ccc(Br)cc1 (stereo not given)	35	-6%	-6%	1
Cc1csc2ncc(C(=O)NCc3ccc4c(c3)OCO4)c(=O)n12	?	2%	-7%	5
COc1cccc(Oc2coc3c(CN4CCOCC4)c(O)ccc3c2=O)c1	-27	-1%	-6%	0[9.22 µM]
COc1ccc(C(=O)NNC(=O)CSc2nnc(COc3ccc4ccccc4c3)n2C)cc1	28	-1%	2%	3
Cc1cc(NC(=O)C2CC(c3ccc(F)cc3)=NO2)n(-c2ccccc2)n1 (stereo not given)	26	5%	0%	11
COc1cccc(N/C(SC)=C(/C#N)C(N)=O)c1	10	9%	-4%	4
CCCc1cc(-c2nc(-c3ccc(C)cc3)cs2)ccn1	10	/	-22%	/
COc1ccc(C(C(=O)NC2CCCC2)N(C(=O)c2snc(-c3ccc(F)cc3)c2N)c2ccc(F)cc2)cc1 (stereo not given)	8	-2%	-6%	-5
Cc1cc(C)n(C(=O)c2sc3cc(F)ccc3c2Cl)n1	-11	/	-4%	/
O=C1OC(=O)c2cc([N+](=O)[O-])ccc21	/	-11%	0%	/
Cc1ccc2cc(CN(Cc3ccc(F)cc3)Cc3nnnn3C3CCCC3)c(=O)[nH]c2c1	?	16%	-10%	10
C=CCn1c(-c2ccccc2)ccc(C#N)c1=O	30	0%	-12%	3
Cc1ccc(C(=O)Nc2c(C(=O)N3CCOCC3)cnn2-c2ccccc2)cc1	-14	1%	-1%	1
CN(c1ccccc1)c1ccc(/C=c2\s/c(=C(/C#N)C(=O)C(C)(C)C)n(Cc3ccco3)c2=O)cc1	-11	-30%	-2%	0
COc1ccccc1-n1cnc2c(c1=O)c1nc3ccccc3nc1n2-c1ccc(C)c(C)c1	34	/	-4%	-1
CC1Cc2ccccc2N1C1=NS(=O)(=O)c2ccccc21 (stereo not given)	-8	-3%	-7%	9
COc1cccc(NC(=O)N[C@@H](Cc2ccccc2)C(=O)O)c1	-19	-4%[11.4 µM]	-6%	?
Fc1cccc(Nc2nc3ccccc3n3nnnc23)c1	?	-3%	-5%	5
O=C(CNC(=O)c1cc2c(s1)CCC2)Nc1ccccc1Br	-29	-9%	0%	5
CCc1ccc(NC(=O)CSc2nc3c(c(=O)n(C)c(=O)n3C)n2C)cc1	62	/	-2%	/
CCc1c(C)c(C#N)c2nc3ccccc3n2c1NCC1CCCO1 (stereo not given)	?	-1%	3%	-3
CCCOc1ccc(C(=O)CCN2CCCCC2)cc1	-9	-11%	-1%	11
CS(=O)(=O)N1CCN(c2ccccc2NC(=O)c2ccc(-c3ccc(Cl)cc3Cl)o2)CC1	?	5%[2.29 µM]	1%	1
CC1=CC2(C#N)C3(N=C(N)C2(C#N)C(c2ccccc2)N1)OCCO3 (stereo not given)	?	4%[11.4 µM]	-1%	0[1.84 µM]
COCCn1c(N)c(S(=O)(=O)c2cccs2)c2nc3ccccc3nc21	-4	-24%	-13%	-8
COc1ccc(N(Cc2cc3ccccc3[nH]c2=O)C(=O)C2CCCO2)cc1 (stereo not given)	-15	5%	-4%	4
O=C(CC(C(=O)N1CCc2ccccc21)n1ccnc1)NCc1cccnc1 (stereo not given)	10	/	2%	-5
Cc1ccc(-n2c(SCC(=O)Nc3ccc4c(c3)OCO4)nnc2-c2ccoc2C)cc1	-18	-3%	-7%	?
CCCOc1ccc(N2C(=O)CC(N(CCC)C(=O)CCC(=O)O)C2=O)cc1 (stereo not given)	-23	-6%	3%	3
CCN(CC)S(=O)(=O)c1ccc(Cl)c(C(=O)Oc2cccc(-c3cnc4ccccc4n3)c2)c1	-6	-10%	-4%	-4
COc1ccc(C(=O)NC(=O)Nc2ncccc2C)cc1	?	4%	8%	-12
COc1cc(NC(=O)c2csc3c2CCCC3)ncn1	9	-1%	3%	2
O=C(CSc1ccc(Cl)cc1)Nc1ccc(N2CCN(C(=O)c3ccco3)CC2)cc1	?	-10%	-11%	6
CC(=O)Oc1ccc2c(=O)c(Oc3ccccc3)coc2c1OC(C)=O	36	/	-5%	/
CCN1CCN(C(=O)c2cc3c(-c4ccc(Cl)cc4)nn(C)c3s2)CC1	?	36%[activator]	-1%	2
COc1ccc(NC(=S)N(CCCN2CCN(C)CC2)Cc2cccs2)cc1	-21	/	3%	/
CCN(CC)S(=O)(=O)c1ccc(NC(=O)C2CCCN(C(=O)c3ccc(Cl)cc3)C2)cc1 (stereo not given)	43	/	-2%	/
O=C(O)c1cccc(N2CCCCS2(=O)=O)c1	-10	-4%	-1%	-6
CCC(=O)Nc1ccc(C(=O)OCC(=O)c2ccc(C)c([N+](=O)[O-])c2)cc1	61	-1%	-1%	5

A draw from above in order of length of the SMILES, high to low:
SMILES	PNC assembly inh	ALOX15B inhib	12-hLO inh	IMPase cell inh
CS(=O)(=O)N1CCN(c2ccccc2NC(=O)c2ccc(-c3ccc(Cl)cc3Cl)o2)CC1	?	5%[2.29 µM]	1%	1
CCC(=O)Nc1ccc(C(=O)OCC(=O)c2ccc(C)c([N+](=O)[O-])c2)cc1	61	-1%	-1%	5
CCc1ccc(NC(=O)CSc2nc3c(c(=O)n(C)c(=O)n3C)n2C)cc1	62	/	-2%	/
COc1ccc(N(Cc2cc3ccccc3[nH]c2=O)C(=O)C2CCCO2)cc1 (stereo not given)	-15	5%	-4%	4
COc1ccc(NC(=S)N(CCCN2CCN(C)CC2)Cc2cccs2)cc1	-21	/	3%	/
CCc1c(C)c(C#N)c2nc3ccccc3n2c1NCC1CCCO1 (stereo not given)	?	-1%	3%	-3
O=C(O)c1cccc(N2CCCCS2(=O)=O)c1	-10	-4%	-1%	-6

More compounds follow:
SMILES	PNC assembly inh	ALOX15B inhib	12-hLO inh	IMPase cell inh
CCOC(=O)c1sc(NC(=O)CSc2nc(C)cc(C)c2C#N)c(C#N)c1C	79	-12%	10%	7
COc1ccc(-c2cc(OC)c3c(C)oc(C)c3c(=O)c2)cc1OC	7	-14%	?	8
COC(=O)c1[nH]c2ccc(F)cc2c1NC(=O)C1=COCCO1	-5	1%	1%	12
N#C/C(=C(/O)COC(=O)CCC1CCCCC1)c1nc2ccccc2[nH]1	12	20%	4%	2
COc1ccc(Nc2nnc(-c3ccccc3)c3ccccc23)cc1C(=O)N1CCCCC1	40	/	1%	/
CCOc1ccccc1N1CCN(c2nc(N)c(C#N)c(CC#N)c2C#N)CC1	?	-9%	-16%	-3
OC(CCN1CCCC1)(c1ccccc1)C1CCCCC1 (stereo not given)	2	27%	1%&5%	/
O=C(Cn1nnc(-c2ccccc2)n1)NCc1ccccc1	-26	-3%	-6%	-7
COc1ccc(NC(=O)COC(=O)c2c(C)noc2C)c(OC)c1	26	1%	-6%	-5
COC(=O)Cc1c(C)c2ccc(OCC(C)=O)c(C)c2oc1=O	-26	5%	-3%	8
CC(/C=N/NC(=O)Cc1cccn1C)=C\c1ccco1	29	-8%[11.4 µM]	-10%	-1[1.84 µM]
Clc1ccc2c(NCCNc3ccnc4cc(Cl)ccc34)ccnc2c1	/	-2%[11.4 µM]	-2%[11.4 µM]	/
Cc1c(Cc2ccc3c(c2)OCO3)sc(NC(=O)c2ccccc2)c1C(N)=O	8	/	-4%	/
NC(=S)N/N=C/c1ccc(-c2cc(Cl)ccc2Cl)o1	-10	?	-24%	-16
CCOC(=O)N1CCN(C(=O)c2ccc3c(SCC(=O)O)c4c(nc3c2)CCCC4)CC1	-8	/	-4%	-1
CCOCCCNC(=O)c1cccs1	?	-2%	3%	2
CC(=O)OCCOc1nc(N(C)C)nc(N(C)C)n1	25	2%	-4%	-4
COCCSc1nnc(NC(=O)Cc2ccccc2OC)s1	27	-8%	5%	14
COc1ccc(S(=O)(=O)Nc2cc(C)ccn2)cc1OC	32	2%	-2%	4
COc1ccc(S(=O)(=O)NCC(c2cccnc2)N2CCN(c3ccc(F)cc3)CC2)cc1C (stereo not given)	?	/	-5%	4
Nc1ccc(C(=O)OCC(=O)NC2CCCc3ccccc32)cc1[N+](=O)[O-] (stereo not given)	-26	-12%	7%	2
CC(=O)c1cc2c(cc1NS(=O)(=O)c1ccccc1)OCO2	-3	-3%	3%	5
COC(=O)c1c(NC(=O)CN2CCN(C(=O)c3ccco3)CC2)c2cc(C)ccc2n1C	-9	-2%	-1%	10
N/C(=N\OC(=O)c1ccccc1Cl)c1cccnc1	-5	/	-1%	?
CC(=O)c1c(C)nc(C)nc1NC(=O)C(C)C	5	8%	1%	2
Cn1c(NC(=O)c2ccc(S(=O)(=O)N3CCOCC3)cc2)cc(=O)n(C)c1=O	-28	/	-3%	/
CCOc1ccc(-c2cc(C(=O)O)c3ccccc3n2)c(OCC)c1	?	/	-5%	/
O=C(C1CCCN(Cc2ccccc2C(F)(F)F)C1)N1CCCCC1 (stereo not given)	107	-25%	-2%	9
CCOc1ccccc1N1C(=O)CC(Sc2ncccc2C(=O)O)C1=O (stereo not given)	?	1%	6%	-9
